Screening data as filed in PubChem.
IMP-1 inhibitor: inhibitors of Pseudomonas aeruginosa IMP-1 metallo-beta-lactamase | purified IMP-1, nitrocefin hydrolysis, epi-absorbance fluorescence | inhibition, % at 5.6 µM | hit rate 0.45% among 290,000;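 active means inhibition above the mean plus 3 SD of all compounds in the same screening run, cut at about 4.5% in these data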;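 further: 0% = IMP-1 with DMSO and 100% = DMSO wells lacking enzyme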
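Assay system: purified IMP-1; Quantity: IMP-1 0.2 nM before substrate addition; Medium: HEPES buffer pH 7.1 with ZnSO4 and Brij 35; Incubation: 15 min enzyme–compound preincubation, then 25 min nitrocefin reaction, 25 °C; Signal: fluorescence quenching readout, ex 480/em 530 nm; Controls: DMSO with and without IMP-1; Repeats: singlicate testing.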
FID counter: fluorescent intercalator displacement, NS3 helicase counter-screen; inhibition, % at 7.9 µM; hit rate 0.17% among 290,000; DNA fluorescent intercalator displacement, fluorescence; AID 1845; in the data active means inhibition above about 37%;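 further: 0% = vehicle and 100% = reference compound; higher means more ethidium bromide displaced from hairpin DNA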
VIM-2 inh: inhibitors of Pseudomonas aeruginosa VIM-2 metallo-beta-lactamase; purified VIM-2, nitrocefin hydrolysis, epi-absorbance fluorescence; inhibition, % at 5.6 µM; hit rate 0.89% among 290,000; AID 1527;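 active means inhibition above the mean of all tested compounds plus 3 SD, cutoff set per screening run, cut at about 7.5% in these data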;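 further: red hydrolysis product quenches plate fluorescence so inhibitors raise well fluorescence; 0% = enzyme with DMSO and 100% = DMSO without enzyme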
NS3 helicase inh: blocks Hepatitis C virus NS3 helicase unwinding; NS3 helicase DNA unwinding, Cy5 molecular beacon fluorescence; hit rate 0.56% among 290,000; inhibition, % at 10.9 µM;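 active means inhibition above the mean of all tested compounds plus 3 SD, set per campaign, cut at about 35% in these data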;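 further: 0% = DMSO wells and 100% = thioflavine S control wells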
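Compound dosing – single dose, 10.9 µM nominal final, DMSO 0.8% final · System – NS3 helicase fragment of HCV · Buffer or medium – MOPS pH 6.5, MgCl2, DTT, Tween20, BSA · Signal – Cy5 beacon fluorescence read at start and 1 h · Also added – annealed dual-labelled DNA beacon duplex, ATP-started · Schedule – 1 h at 25 °C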
MEKK2 WT-MEK5: raises or lowers MEK5 binding to wildtype human MEKK2 PB1 domain; Q9Y2U5; bead flow cytometry, Alexa488-MEK5 binding to MEKK2 WT; actives lie on both sides; binding response (% of control), % at 10 µM; hit rate 1.1% among 290,000; in the data active means binding response below about 67% or above about 130%
MEKK2 mut-MEK5: signal of MEK5 binding to mutant human MEKK2 PB1 domain; bead flow cytometry, Alexa488-MEK5 binding to MEKK2 mutant; percent response, % at 10 µM; hit rate 0.35% among 290,000; in the data active means percent response above about 24%, passing the limit was not always enough; further: inactives centre near 1; some results filed as inactive read as strong as hits
NALP1 yeast inh: blocks the NALP1 inflammasome reconstituted in yeast; S. cerevisiae NALP1/ASC/caspase-1 growth, X-gal OD620, 72 h; inhibition, % at 10 µM; hit rate 0.61% among 280,000; AID 2071; in the data active means inhibition mostly above about 24%, no sharp cut-off; inactive means mostly below about 32%; further: some compounds called inactive have numbers as strong as hits
SUMO HTRF inh: inhibitors of human SUMOylation (UBC9); P63279; HTRF SUMOylation assay, SAE1/SAE2 + UBC9, in vitro; AID 2006; hit rate 0.36% among 290,000; inhibition, % at 35 µM; in the data active means inhibition above about 50%, passing the limit was not always enough; further: strong numbers were not always called active
Target sequence (P63279 whole entry, looked up): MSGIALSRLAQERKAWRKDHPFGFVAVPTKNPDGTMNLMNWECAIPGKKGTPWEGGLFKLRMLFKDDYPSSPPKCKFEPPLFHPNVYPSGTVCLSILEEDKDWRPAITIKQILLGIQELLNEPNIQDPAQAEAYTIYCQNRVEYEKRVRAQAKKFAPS
PfM18AAP inh: PfM18AAP enzyme inhibition. recombinant PfM18AAP, H-Glu-NHMec fluorogenic cleavage. inhibition, % at 7.35 µM. hit rate 1.2% among 290,000. AID 1822;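 active means inhibition above the campaign mean inhibition over all tested compounds plus 3 SD, cut at about 28% in these data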;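 further: 0% = plate median of test compound wells and 100% = 2 mM ZnCl2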
Active calls of the source: *; . = not tested or not shown.

SMILES	IMP-1 inhibitor	FID counter	VIM-2 inh	NS3 helicase inh	MEKK2 WT-MEK5	MEKK2 mut-MEK5	NALP1 yeast inh	SUMO HTRF inh	PfM18AAP inh
O=C1CN(S(=O)(=O)c2cc(Cl)ccc2Cl)c2ccccc2N1	-1.1	-2	2.8	-8	104	1	6	1	-14
COc1ccccc1NC(=O)CCN1C(=O)C2CC=C(Cl)CC2C1=O (stereo not drawn)	-1.4	-4	-2.8	2	90	-11	12	18	5
NS(=O)(=O)c1ccc(N/N=C/c2cn(-c3ccccc3)nc2-c2cccs2)cc1	-1.1	4	-1.5	-8	116	8	31	-4	26
O=S(=O)(Nc1ccc(F)cc1)N1CCCCCC1	-2.2	-4	-4.9	1	111	17	15	-14	-13
COc1cc2cc(C)nc(Cc3cccc4ccccc34)c2cc1OC	-7.0	12	-0.3	0	101	8	-13	-10	11
CC(=O)Nc1ccc(S(=O)(=O)NCCNc2ccccc2[N+](=O)[O-])cc1	-2.6	2	-3.6	-6	112	0	7	20	-4
Cc1cc(=O)[nH]c(NN=C2C3CC4CC(C3)CC2C4)n1	-1.8	-6	-1.9	12	100	1	-14	20	15
COc1ccc(CC2(CO)CCN(Cc3cc4ccccc4o3)CC2)cc1	-0.4	7	-1.3	-13	103	-4	15	15	0
CCOC(=O)CNC(=O)N1c2ccccc2Sc2ccccc21	-1.8	-9	-2.7	3	103	2	1	6	-10
Cc1cc(C)nc(N2CCCC(C(=O)NCCc3cccc(F)c3)C2)n1 (stereo not drawn)	-1.4	-10	-2.6	-1	99	4	9	9	2
CCCn1c(=N)c(C(=O)NCc2ccc3c(c2)OCO3)cc2c(=O)n3cccc(C)c3nc21	-3.4	8	3.2	-3	125	21	9	-17	0
CC(=O)c1ccc(-n2c(CCC(=O)O)ccc2-c2cccs2)cc1	-2.0	-10	-0.3	11	103	3	5	24	-20
COc1ccc(-c2cc(C3CCN(Cc4cccc(C(F)(F)F)c4)CC3)[nH]n2)cc1	-0.7	11	-1.2	-40	131	10	9	-8	-3
O=C(NCC1CCCO1)C(=O)N/N=C/c1c(F)cccc1Cl (stereo not drawn)	-2.3	-7	-2.3	-9	99	0	-14	14	2
OC(CNc1nc2ccccc2s1)c1ccccc1 (stereo not drawn)	-1.9	-2	-2.4	-4	107	12	19	22	-1
CC(C)(C)NC(=O)CN(Cc1cccnc1)C(=O)c1csnn1	-1.6	-1	-1.0	-9	103	3	-6	11	-8
O=C(NCc1nc(-c2ccc(C(F)(F)F)cc2)no1)Nc1cc(Cl)cc(Cl)c1	-4.0	3	-2.1	6	179*	52*	.	-2	3
O=C(Nc1ccccc1C(=O)N/N=C/c1ccco1)c1ccc(F)cc1	-2.2	0	-3.0	5	93	-3	3	-3	-4
COCC(=O)/C=C1\Sc2ccccc2N1C	-0.9	0	-2.6	15	109	7	-4	22	9
Cn1cc(Cl)c(C(=O)Nc2cnn(Cc3ccc(F)cc3)c2)n1	-1.3	-6	-2.6	-6	100	1	37	10	-6
CCn1c(NCc2cc(Br)ccc2NS(=O)(=O)c2ccc(C)cc2)nc2ccccc21	-2.4	-4	-4.2	17	107	4	5	-23	2
O=[N+]([O-])c1cc(-c2nnc(Nc3ccc(O)cc3)c3ccccc23)ccc1N1CCOCC1	-3.9	2	-1.0	1	101	6	7	-32	14
CCOC(=O)COc1ccccc1-c1ccno1	-0.8	0	-0.3	-1	104	4	12	17	2
COc1ccc(C(=O)NNC(=O)c2ccccc2[N+](=O)[O-])cc1	-3.5	0	2.5	-3	100	0	0	-3	1
O=C(c1cccc(C(F)(F)F)c1)C1CCCN(C(=O)CCn2cnnn2)C1 (stereo not drawn)	-1.4	-5	-0.9	-25	99	-3	.	11	-3

Following part
SMILES	IMP-1 inhibitor	FID counter	VIM-2 inh	NS3 helicase inh	MEKK2 WT-MEK5	MEKK2 mut-MEK5	NALP1 yeast inh	SUMO HTRF inh	PfM18AAP inh
COc1ccc(OCC(=O)Nc2nc3c(s2)CCCC3)cc1	-4.3	-18	-2.9	5	111	5	-5	-6	11
c1csc(-c2nnc(N3CCOCC3)c3ccccc23)c1	-4.3	-18	1.1	0	103	2	-15	0	2
COc1ccc(-c2[nH]n(-c3ccc([N+](=O)[O-])cc3)c(=O)c2C=NCc2ccc(F)cc2)cc1	-2.0	1	-0.4	-1	96	-2	16	5	-3
CC(C)CN1CCNC(=O)C1CC(=O)NCCc1cnn(-c2ccccc2)c1 (stereo not drawn)	-3.3	-18	-2.1	0	130	16	-8	3	-13
Cc1cc(Nc2nc3ccccc3nc2Cl)n(-c2ccccc2)n1	1.2	-16	0.8	2	95	3	-4	-3	8
Cc1ccc(-n2c(C)cc(C(=O)NS(=O)(=O)c3ccc(C)cc3)c2C)cc1	2.1	-41	0.0	39*	96	6	28	6	1
C=CCc1ccc(OCc2ccc(C(=O)OC)o2)c(OC)c1	-4.3	-24	-2.0	1	105	2	3	1	1
CCOC(=O)c1[nH]c2ccc(C)cc2c1N=CN(CC)CC	-0.4	-4	-0.9	5	103	1	-6	13	-9
COc1ccc([N+](=O)[O-])cc1NC(=O)COC(=O)Cc1cc(OC)c(OC)c(OC)c1	-0.9	-10	-0.9	13	99	-1	20	-18	-10
CCOC(=O)/C(=N\Nc1ccccc1[N+](=O)[O-])c1csc(N)n1	-2.3	8	-3.5	3	103	-6	24	13	3
Cn1c(=O)c2c(nc(NCCc3ccccc3)n2Cc2ccccc2)n(C)c1=O	-0.4	-7	-0.8	2	96	-4	5	5	2
C=CCNC(=S)NNC(=O)c1cccn(Cc2cccc(Cl)c2)c1=O	-0.8	-19	-4.0	15	103	7	-17	34	14
Cc1cc(NS(=O)(=O)c2ccccc2)c(C)c(Cl)c1O	.	.	.	.	89	0	19	9	.
CC(NC(=O)Cc1cccs1)C(c1cccs1)N1CCN(c2ccccc2F)CC1 (stereo not drawn)	-1.5	-30	-0.7	2	100	4	3	1	-2
CCNC(=O)COC(=O)/C=C/c1cccs1	-1.9	-2	-3.2	-1	100	-2	-5	7	3
CCCCCOC(=O)c1ccc(N2C(=O)C3C4C=CC(C4)C3C2=O)cc1 (stereo not drawn)	-2.3	-25	-4.7	4	85	-9	44	-9	-3
COc1cnc(-c2cccc(C(F)(F)F)c2)nc1OC	-3.6	1	-1.5	-8	99	-1	0	-3	3
CCCC(=O)Nc1cc(C)c(NC(=O)c2ccccn2)cn1	-4.0	-10	-3.4	2	107	6	11	15	-8
Cc1ccc2[nH]c3c(c2c1)CN(C(=O)CN1CCN(C(=O)c2ccco2)CC1)CC3	-2.4	-22	-0.4	2	106	5	2	14	4
O=C(Nc1ccc(Br)cn1)c1ccc2ccccc2c1	0.6	-6	-0.1	15	105	2	24	-9	0
O=C(CSc1nnc(COc2ccccc2)n1-c1ccccc1)c1cccs1	-4.9	-28	-3.0	-4	107	11	3	13	15
O=C(N1CCOCC1)N1CCOCC1	-2.1	1	-1.8	4	100	1	37	1	1
CN(C)/C=C/C(=O)c1ccc(Cl)c([N+](=O)[O-])c1	-3.4	7	-1.2	7	96	0	8	12	-2
O=C(O)/C(=C\c1ccc(-c2ccccc2[N+](=O)[O-])o1)c1ccccc1	-1.2	-6	-0.7	12	90	2	3	17	8
c1ccc2c(c1)OCC(c1nnc3n1-c1ccccc1SC3)O2 (stereo not drawn)	-3.6	-21	-0.6	-9	93	-4	-10	-4	3

Five records picked at random from the list so far:
SMILES	IMP-1 inhibitor	FID counter	VIM-2 inh	NS3 helicase inh	MEKK2 WT-MEK5	MEKK2 mut-MEK5	NALP1 yeast inh	SUMO HTRF inh	PfM18AAP inh
Cc1ccc2[nH]c3c(c2c1)CN(C(=O)CN1CCN(C(=O)c2ccco2)CC1)CC3	-2.4	-22	-0.4	2	106	5	2	14	4
C=CCc1ccc(OCc2ccc(C(=O)OC)o2)c(OC)c1	-4.3	-24	-2.0	1	105	2	3	1	1
COc1ccc(OCC(=O)Nc2nc3c(s2)CCCC3)cc1	-4.3	-18	-2.9	5	111	5	-5	-6	11
CCOC(=O)/C(=N\Nc1ccccc1[N+](=O)[O-])c1csc(N)n1	-2.3	8	-3.5	3	103	-6	24	13	3
CCCCCOC(=O)c1ccc(N2C(=O)C3C4C=CC(C4)C3C2=O)cc1 (stereo not drawn)	-2.3	-25	-4.7	4	85	-9	44	-9	-3

(list continues)
SMILES	IMP-1 inhibitor	FID counter	VIM-2 inh	NS3 helicase inh	MEKK2 WT-MEK5	MEKK2 mut-MEK5	NALP1 yeast inh	SUMO HTRF inh	PfM18AAP inh
COC(=O)C1=C(C)N(CC(C)C)C(=O)C1	-7.0	-15	-5.3	9	90	-7	16	3	-6
Cc1ccccc1Nc1ccc([N+](=O)[O-])cn1	-2.3	-5	-1.9	-6	102	3	-3	-10	-1
CC(C)CSc1nnc2[nH]c(=O)cc(N)n12	-4.3	3	-3.6	-3	86	3	13	-22	-1
O=C(O)/C=C/c1cn(Cc2ccccc2)nc1-c1ccccc1	0.1	-1	-0.7	-2	101	3	-4	8	-3
Cc1cc(C(=O)COc2ccccc2[N+](=O)[O-])c(C)n1C1CC1	-3.1	-6	-3.8	-10	101	8	11	6	8
COCCn1c(SCC(=O)N2CCCC2)nc2c([nH]c3ccccc32)c1=O	-0.9	-40	1.5	-3	103	5	25	-7	10
OC(CNC1CCCc2ccccc21)COc1c(Cl)cccc1Cl (stereo not drawn)	-4.7	8	-2.5	-36	114	0	22	4	-5
CC/C(O)=C1\C(=O)CC(c2ccccc2)CC1=NCCC(=O)O (stereo not drawn)	-2.6	-1	-2.3	10	107	12	37	4	-6
Cc1ccc(O)c(NC(=O)C2CC(c3ccc(F)cc3)=NO2)c1 (stereo not drawn)	0.2	-7	-0.1	24	85	-3	6	-9	4
Cc1ccc(NNC(N)=S)cc1Cl	-3.3	3	-4.0	1	100	3	.	6	25
O=C(CN1CCN(c2ncccn2)CC1)NCc1ccc2c(c1)OCO2	-2.1	-7	-2.1	5	102	1	-4	13	-3
CCOc1cc(NC(=O)Nc2ccc(F)cc2)c(OCC)cc1NC(=O)CC	-0.1	-18	-1.3	-23	98	1	12	-9	8
Cc1ccc(SC(C)C(=O)Nc2ncn[nH]2)cc1 (stereo not drawn)	39*	-4	-5.6	2	105	2	9	7	12
O=C1CC(=O)N(CCc2ccccc2)C(=O)N1CCc1ccccc1	0.6	-19	-1.0	20	83	-7	25	45	-5
NS(=O)(=O)c1ccc(CCNCc2cccs2)cc1	-7.3	1	-3.2	8	107	-8	18	5	-3
COC(=O)Cc1nc(NC(=O)c2cccs2)sc1C	0.1	-4	-2.0	1	109	6	13	-5	-1
NNC(=O)c1ccc(COc2cccc3ccccc23)o1	0.2	-18	-0.6	3	89	-12	4	22	-9
O=C(c1ccc(CSc2ccc(Cl)cc2)cc1)N1CCCC1	-1.9	-27	-0.3	-12	103	1	4	-5	-13
CCOc1ccc(S(=O)(=O)N2CCC(C(=O)NCc3ccncc3)CC2)cc1Cl	-2.3	-15	-2.6	-11	100	-1	5	2	2
CC(C)(C)n1nnnc1CN1CCC(NC(=O)NC2CCCCC2)CC1	-3.8	-17	-1.5	4	103	4	-10	-1	-1
COc1ccc(CN2CCOCCOCCOCCOCCOCC2)cc1	-3.6	-5	-4.8	-8	104	5	5	10	-1
CC(C)CCNC(=O)CCc1nnc(Cc2c[nH]c3ccccc23)o1	-2.3	-14	-2.4	6	108	4	-4	23	-3
Cc1ccc(C(=O)/C=C/c2cc(C#N)n(C)c2C)cc1	-5.2	-19	-3.0	7	102	9	-3	0	15
